Dyrk1A ADPGlo – rat Dyrk1A kinase inhibitors, primary screen, biochemical, single point, plate reader. Dual specificity tyrosine-phosphorylation-regulated kinase 1A (Rattus norvegicus), Q63470. ADP-Glo luminescence, NFATc1 peptide. inhibition, % at 12.5 µM. 310,000 tested, 0.43% active. AID 504441, 2011; in the data active = inhibition above about 50%;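 also: plate controls were vehicle with enzyme for no effect and no enzyme for full effect; many of its hits are not listed in these tables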
KCNQ1 act – potentiators or activators of KCNQ1 channel, primary screen, cell-based, thallium flux, high-throughput; CHO-K1 KCNQ1, thallium flux FluxOR fluorescence; active compounds read high; B-score at 10 µM; 310,000 tested, 0.35% active; AID 2648, 2010;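 active = fluorescence ratio B-score, a plate-corrected score, at least three library SD, with initial intensity B-score within 5 SD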
Target sequence (P51787 whole entry, looked up): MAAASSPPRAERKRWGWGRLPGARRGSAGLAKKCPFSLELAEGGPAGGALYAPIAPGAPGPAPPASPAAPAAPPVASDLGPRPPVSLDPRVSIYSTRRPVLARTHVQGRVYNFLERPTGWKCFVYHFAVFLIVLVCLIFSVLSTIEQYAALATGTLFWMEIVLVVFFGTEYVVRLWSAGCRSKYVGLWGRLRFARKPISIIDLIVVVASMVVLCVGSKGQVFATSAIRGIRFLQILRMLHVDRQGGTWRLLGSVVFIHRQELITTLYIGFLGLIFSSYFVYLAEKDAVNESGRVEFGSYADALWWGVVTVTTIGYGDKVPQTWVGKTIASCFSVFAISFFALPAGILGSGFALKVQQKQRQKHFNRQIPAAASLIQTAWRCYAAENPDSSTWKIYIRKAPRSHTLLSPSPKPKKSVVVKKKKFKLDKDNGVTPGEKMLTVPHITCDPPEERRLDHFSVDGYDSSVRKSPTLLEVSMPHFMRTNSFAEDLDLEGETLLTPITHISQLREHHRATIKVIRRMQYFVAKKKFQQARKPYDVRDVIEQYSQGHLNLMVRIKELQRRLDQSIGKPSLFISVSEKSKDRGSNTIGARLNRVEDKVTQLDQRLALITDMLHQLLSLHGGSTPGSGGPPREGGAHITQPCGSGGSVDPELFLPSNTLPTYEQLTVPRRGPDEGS
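Test system: CHO-K1 cells stably expressing KCNQ1 / Medium: assay buffer / Also added: depolarizing K+/Tl+ stimulus, K2SO4 and Tl2SO4 each 12.5 mM in 5x stock / Incubation: 90 min dye loading and 20 min compound exposure, both at room temperature / Signal: thallium influx via FluxOR fluorescence, kinetic imaging / Evaluation: B score of baseline-normalized fluorescence ratio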
hERG protect – hERG rescue from dofetilide block, primary screen, cell-based, CHO-hERG, FluxOR thallium flux, dofetilide IC70; Voltage-gated inwardly rectifying potassium channel KCNH2 (Homo sapiens), Q12809; dofetilide IC70 present; activation (rescue from dofetilide block), less the hit threshold, % at 10 µM; 310,000 tested, 0.51% active;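 active = activation above the mean of controls blocked by dofetilide plus 5 SD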;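 also: thallium influx through hERG after potassium depolarization seen as dye fluorescence rise; in these data hits start at about 4.7%; inactives centre near -7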
KCNK9 block – KCNK9 potassium channel inhibitors, primary screen, HEK293 cells, thallium flux; 310,000 tested, 1.2% active; FluxOR thallium flux fluorescence; active compounds read low; Potassium channel subfamily K member 9 (Homo sapiens), Q9NPC2; B-score at 10 µM;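 active = ratio B-score over 3 SD below the library mean, with starting fluorescence within 5 SD of its mean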;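 also: negative B-score means less thallium flux so channel inhibition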
PolyA inhibitor – polyadenylation inhibitors in yeast reporter cells, primary screen, luminescence, S. cerevisiae; 300,000 tested, 0.02% active; calls only at 12 µM; S. cerevisiae SKY197-pL101 polyadenylation reporter, beta-gal luminescence; efflux-impaired pdr1/pdr3 knockout yeast; score 100 = 6 SD above DMSO;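 active = lowest replicate activity score at least 50, where 100 means six control SD above control mean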;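 also: yeast exposed to compound for 9 h at 30 °C; higher score means more reporter readthrough which indicates perturbed polyadenylation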
KCNK3 block – human KCNK3 channel inhibitors, primary screen, CHO cells, FluxOR thallium flux, B-score; 340,000 tested, 0.84% active; AID 602410, 2012; FluxOR fluorescence; active compounds read low; B-score at 10 µM; Potassium channel subfamily K member 3 (Homo sapiens), O14649;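 active = B-score under library mean minus 4 SD, starting fluorescence ratio at most library mean plus 5 SD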;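 also: more negative B-score means stronger inhibition of thallium flux through KCNK3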
Target sequence (O14649 whole entry, looked up): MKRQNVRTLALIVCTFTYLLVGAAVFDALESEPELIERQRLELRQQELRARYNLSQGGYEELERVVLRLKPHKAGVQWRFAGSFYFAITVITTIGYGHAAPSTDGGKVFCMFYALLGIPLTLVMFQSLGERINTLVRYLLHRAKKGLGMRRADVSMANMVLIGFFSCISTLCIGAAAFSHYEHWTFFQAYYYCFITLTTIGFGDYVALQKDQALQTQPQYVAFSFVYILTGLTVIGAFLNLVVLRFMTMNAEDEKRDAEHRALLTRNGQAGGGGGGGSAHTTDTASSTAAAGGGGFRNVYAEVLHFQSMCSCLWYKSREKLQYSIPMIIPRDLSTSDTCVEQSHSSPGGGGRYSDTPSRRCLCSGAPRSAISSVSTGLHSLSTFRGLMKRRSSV
KCNQ1 inh – inhibitors of human KCNQ1 channel, primary screen, cell-based, thallium flux, high-throughput; Potassium voltage-gated channel subfamily KQT member 1 (Homo sapiens), P51787; CHO-K1 KCNQ1, FluxOR thallium flux fluorescence; active compounds read high; B-score at 10 µM; 310,000 tested, 1.3% active; AID 2642, 2010;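 active = compounds whose thallium flux B-score, printed positive for inhibition, exceeds three library SD while starting fluorescence stays within three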;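 also: channel opened by potassium depolarization with thallium stimulus after 20 min compound exposure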
TRPC4 PAM – positive allosteric modulators of TRPC4, primary screen, cell-based, mouse TRPC4beta, HEK293 mu-opioid, Fluo-4 calcium; Short transient receptor potential channel 4 (Mus musculus), Q9QUQ5; DAMGO EC20, Fluo-4 Ca2+ flux; active compounds read high; B-score at 10 µM; 310,000 tested, 0.42% active;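 active = B-score of calcium response area above 5 SD of library B-scores, with initial fluorescence ratio within 5 SD of library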;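 also: B-score of integrated fluorescence ratio over time as area under calcium response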
TRPC4 act – activators of mouse TRPC4 channel, primary screen, Fluo4 calcium, HEK293 TRPC4beta/mu-opioid cells; Short transient receptor potential channel 4 (Mus musculus), Q9QUQ5; Fluo4 calcium fluorescence; active compounds read high; B-score at 10 µM; 310,000 tested, 0.49% active;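 active = B-score above 5 SD of library B-scores, and initial fluorescence ratio not above library mean plus 5 SD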;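 also: positive B-score marks a calcium rise read as TRPC4 activation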
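Test system: HEK293 cells stably co-expressing mouse TRPC4beta and mu-opioid receptor | Schedule: Fluo4 dye loading 45 min at room temperature, 110 s recording | Measured by: Kinetic Fluo4 calcium fluorescence, 5 s baseline at 1 Hz | Evaluation: B score of integrated ratio | Controls: Buffer (low) and maximal DAMGO (high)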
TRPC4 block – inhibitors of mouse TRPC4 channel, primary screen, Fluo4 calcium, HEK293 TRPC4beta/mu-opioid cells | Short transient receptor potential channel 4 (Mus musculus), Q9QUQ5 | DAMGO-evoked Fluo4 calcium flux; active compounds read low | B-score at 10 µM | 300,000 tested, 0.39% active;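 active = B-score over 3 SD under the library average, no early fluorescence shift, positive overall ratio signal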
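Test system – stable TRPC4beta/mu-opioid receptor HEK293 cells · Probe or stimulus – DAMGO, a submaximal dose followed by a maximal one · Dosing – one concentration per compound · Signal – Fluo4 calcium fluorescence by kinetic imaging, 5 s 1 Hz baseline · Evaluation – per-well B score of integrated baseline-normalized Fluo4 ratio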
Platelet DG rel – inhibitors of platelet dense granule secretion, primary screen, cell-based, MLPCN, human platelets; human platelet-rich plasma, SFLLRN dense granule ATP release, luminescence; inhibition, %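 (compounds screened at 7.5 µM in platelet-rich plasma)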; 300,000 tested, 0.22% active;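 active = mean replicate score, as percent of positive control, at or above 50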
Numbers without * were called inactive; i = inactive; . = not tested or not shown. Only part of the results is shown. The share of hits here may be higher or lower than overall.

mol,Dyrk1A ADPGlo,KCNQ1 act,hERG protect,KCNK9 block,PolyA inhibitor,KCNK3 block,KCNQ1 inh,TRPC4 PAM,TRPC4 act,TRPC4 block,Platelet DG rel
CCCCNc1ccc(C(CC(N)=O)NC(=O)Cc2ccc(Br)cc2)cc1[N+](=O)[O-] (stereo not given),-3,i,-7,i,i,i,i,i,i,i,0
Cc1ccc(NC(=O)CN(C)C(=O)c2ccccc2Sc2ccccc2C#N)cc1,9,i,-13,i,i,i,i,i,i,i,-6
Cc1cc(C)c(C#N)c(N2CCN(c3ccc(F)cc3)CC2)n1,0,i,-11,i,i,i,i,i,i,i,-8
COc1ccc([C@H]2C=C(C(=O)O)O[C@@H](OCCCCO)C2)cc1,15,i,-8,i,i,i,i,i,i,i,-10
COc1ccc(Cn2c(CCC(=O)NCCC(C)C)nc3ncccc3c2=O)cc1,5,i,-5,i,i,i,i,i,i,i,5
Cc1ccc(S(=O)(=O)N(CC(=O)N/N=C/c2cccc(Cl)c2)c2cccc3cccnc23)cc1,6,i,-4,i,i,i,i,i,i,i,-22
O=C(C1CC(=O)N(C2CCCCC2)C1)N1CCN(c2ccccc2)CC1 (stereo not given),10,i,-11,i,i,i,i,i,i,i,-10
CN(C)c1ccc(-c2nn3c(-c4ccc(Cl)cc4)nnc3s2)cc1,-2,i,-10,i,i,i,i,i,i,i,-3
Cc1cccc(C(=O)Nc2onc(C)c2C#N)c1,0,i,-14,i,i,i,i,i,i,i,-13
Cn1c(=O)n(C)c2cc(NC(=O)C(F)(F)F)ccc21,-3,i,-9,i,i,i,i,i,i,i,14
COc1cc(NC(=O)C2CC(c3c(F)cccc3Cl)=NO2)c(OC)cc1Cl (stereo not given),-2,i,-2,i,i,i,i,i,i,i,-9
COc1ccc(C/C(C)=N/NC(=S)Nc2ccccc2)cc1,7,i,-4,i,i,i,i,i,i,i,0
CC[n+]1oc(-c2ccccc2)cc1C,-2,i,-2,i,i,i,i,i,i,i,0
CCOC(=O)C(C)c1nc2ccccc2[nH]c1=O (stereo not given),-8,i,-6,i,i,i,i,i,i,i,1
COC(=O)c1cc(=O)n(CCc2ccccc2)c(=Nc2ccc(F)cc2)s1,1,i,-15,-10*,i,i,8*,i,i,i,1
c1ccn2cc(-c3ccc4c(c3)OCCO4)nc2c1,11,i,-6,i,i,i,i,i,i,i,42
COc1ccccc1-c1nnc(NC(=O)c2ccccc2F)o1,6,i,-5,i,i,i,i,i,i,i,9
CCCCN1C(=O)C2ON(c3ccccc3C)C(c3ccco3)C2C1=O (stereo not given),-3,i,-16,i,i,-9*,i,i,i,i,-5
CC(C)Cn1c(=S)[nH]c2cc(Cl)ccc21,.,i,6.9*,i,i,i,i,i,i,i,7
COc1ccc(C2=NOC(C(=O)Nc3ccc4c(c3)OCCO4)C2)cc1OC (stereo not given),2,i,-3,i,i,i,i,i,i,i,5
O/N=C(/CCc1ccccc1)C1(O)CCCCC1,-1,i,-2,i,i,i,i,i,i,i,-3
CN1C(=O)C(C)(C)c2cc(S(=O)(=O)N3CCCC(C(=O)NCc4ccc(F)cc4)C3)ccc21 (stereo not given),-3,i,-10,i,i,i,i,i,i,i,3
Cc1cc(Cl)ccc1OC(C)C(=O)NC(C)C1CCCO1 (stereo not given),1,i,-10,i,i,i,i,i,i,i,0
Cc1cccn2c(=O)c3cc(C(=O)NC(C)c4ccccc4)c(=N)n(CCCn4ccnc4)c3nc12 (stereo not given),-4,i,-19,i,i,i,i,i,i,i,-3
CCNC(=O)CN(c1ccccc1)S(=O)(=O)c1ccc(Cl)cc1,1,i,-6,i,i,i,i,i,i,i,0
CCS(=O)(=O)N1Cc2ccccc2CC1C(=O)Nc1ccc(OC)c(OC)c1 (stereo not given),4,i,-5,i,i,i,i,i,i,i,-10
CC(=O)N1CCN(C(=O)c2cc(=O)c3ccccc3o2)CC1,2,i,-8,i,i,i,i,i,i,i,-4
CCC(C)N(C(=O)c1csnn1)C(C(=O)NC(C)(C)C)c1ccccc1 (stereo not given),0,i,-3,i,i,i,i,i,i,i,9
COc1ccc(OCc2cc(C(=O)NC3Cc4ccccc4C3)no2)c(Cl)c1,-3,i,-3,i,i,i,i,i,i,i,-1
COC(=O)c1ccccc1NC(=O)c1cc2ncc(Br)cn2n1,7,i,-11,i,i,i,i,i,i,i,3

More results
mol,Dyrk1A ADPGlo,KCNQ1 act,hERG protect,KCNK9 block,PolyA inhibitor,KCNK3 block,KCNQ1 inh,TRPC4 PAM,TRPC4 act,TRPC4 block,Platelet DG rel
COc1ccccc1NC(=O)c1ccc(COc2ccccc2OC)cc1,20,i,-8,i,i,-8.8*,i,i,i,i,-9
COC(=O)c1cc(Br)c(=O)n(CCc2ccccc2)c1,-7,i,-8,i,i,i,i,i,i,i,-9
CCn1c(CNC(=O)c2cccc(C)c2)nnc1SCC(=O)NC1CCCCC1C (stereo not given),-2,i,-8,i,i,i,i,i,i,i,-4
Cc1cc(C(=O)NC2CC(C)(C)Cc3c2cnn3-c2ccccc2C)c(C)o1 (stereo not given),4,i,-14,i,i,i,i,i,i,i,-12
CC(C)c1ccc(NC(=O)[C@@H]2CCC(=O)N2C2OC(=O)c3ccccc32)cc1 (stereo not given in full),-7,i,-11,i,i,i,i,i,i,i,3
COc1cccc(/C=N/NC(=O)C(=O)NCc2cccnc2)c1,.,i,-12,i,i,i,i,i,i,i,-2
Cc1cccc(C(=O)N2CCCCCC2)c1,2,i,-9,i,i,i,i,i,i,i,2
c1ccc(N2CCN(Cc3ccc4c(c3)OCO4)CC2)nc1,.,i,-11,i,i,i,i,i,i,i,11
Cc1cccc(NC(=O)CN(C)S(=O)(=O)c2ccc3c(c2)n(C)c(=O)c(=O)n3C)c1C,-6,i,-7,i,i,i,i,i,i,i,-22
CN(C)N1C(N)=C(C#N)C(c2cccc3ccccc23)C2=C1CC(c1ccccc1)CC2=O (stereo not given),5,i,-4,i,i,i,i,i,i,i,20
O=C(ON=C1CCN(c2ccc([N+](=O)[O-])cc2)CC1)c1ccccc1,-3,i,-12,i,i,i,i,i,i,i,-1
OCC[C@H]1C[C@@H](O)[C@H](O)[C@]2(CCCCO2)O1,2,i,-8,i,i,i,i,i,i,i,0
COc1cccc(OCCOc2cccc(/C=N/n3cnnc3)c2)c1,5,i,-31,i,i,i,i,i,i,i,0
CCOC(=O)c1cc(C(=O)n2cc(Cl)cn2)nn1C,-6,i,-7,i,i,i,i,i,i,i,1
CCOC(=O)C1CCN(C(=O)Cc2ccccc2OC)CC1,-1,i,-13,i,i,i,i,i,i,i,-1
O=C(NN=C(Cc1ccccc1)Cc1ccccc1)c1ccccc1F,2,i,-13,i,i,i,i,i,i,i,-1
COc1ccc(-n2nc(C(=O)NCC(=O)O)c3ccccc3c2=O)cc1,1,i,-5,i,i,i,i,i,i,i,-2
Cc1oc(/C=N/NC(=O)CN(c2ccccc2Cl)S(C)(=O)=O)cc1Br,5,i,-12,i,i,i,i,i,i,i,7
CCCOc1cccc(-c2cc(C(=O)N/N=C/c3ccccn3)c3ccccc3n2)c1,2,i,-23,i,.,i,i,i,i,i,-9
Cc1cc(CSc2ccccc2)ccc1NC(=O)c1ccc(Br)cc1,-5,i,-7,i,i,i,i,i,i,i,0
Cc1nnc(SCC(=O)Nc2ccc(Br)cc2)n(N)c1=O,7,i,-6,i,i,i,i,i,i,i,1
O=C(CN1C2=NCCCN2c2ccccc21)c1cccs1,4,i,-11,i,i,i,i,i,i,i,2
COc1ccc(-c2nc3c4ccccc4ccn3c2CN2CCCCC2)cc1OC,-2,i,-11,i,i,i,i,i,i,i,-3
COc1cccc2cc(C(=O)N3CCN(C(=O)c4ccccc4)CC3)c(=O)oc12,1,i,-8,i,i,i,i,i,i,i,11
Nc1ccc(-c2ccc(N)cc2C(F)(F)F)c(C(F)(F)F)c1,1,i,-10,i,i,i,i,i,i,i,1
CC(C)OC(=O)c1nnn(-c2nonc2N)c1CN1CCCCCC1,1,i,0,i,i,i,i,i,i,i,3
CC1(C)CC(NC(=O)Cc2ccc(Cl)cc2)CC(C)(C)N1,1,i,-4,i,i,i,i,i,i,i,1
NCCCC[C@H]1CNC(=S)N1CC1(c2ccccc2)CC1,-4,i,-5,i,i,i,i,i,i,i,0
Cc1cc(C(=O)NC2CCCc3ccccc32)no1 (stereo not given),3,i,-4,i,i,i,i,i,i,i,-1
COc1ccc(NC(=O)C2(c3ccccc3)CCCC2)cc1,-11,i,-14,i,i,i,i,i,i,i,2
C=CCn1c(SCC(=O)Nc2ccc(Cl)cn2)nnc1C1CC1,9,i,-5,i,i,i,i,i,i,i,-6
CO/N=C/c1ccc(N2CCN(C(=O)c3cccc(Cl)c3)CC2)c([N+](=O)[O-])c1,3,i,-12,i,i,i,i,i,i,i,-4

Source: PubChem BioAssay
